# JMJD2C inh: inhibitors of GASC-1 histone demethylase, primary screen, biochemical, fluorescence, DELFIA europium; hit rate 0.069% among 330,000; inhibition, % at 2.35 µM; Lysine-specific demethylase 4C (Homo sapiens), Q9H3R0; GST-JMJD2C(1-420) H3K9me3 demethylation;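 active means more than half of a compound's replicate wells show inhibition beyond 50%, single wells judged on their own value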;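 further: signal counts dimethyl H3K9 product captured on neutravidin plate; 0% = median of DMSO wells and 100% = 0.3 times that DMSO median; strong numbers were not always called active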
# CIT2-GFP yeast: modulators of CIT2-GFP expression in yeast, primary screen, S. cerevisiae, GFP fusion, multiplex flow cytometry, MLPCN library; S. cerevisiae CIT2-GFP strain, 3 h; 100 means same as DMSO wells; hit rate 0.065% among 320,000; GFP response vs DMSO, % at 10 µM;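 active means GFP response relative to DMSO above a set limit, near the screen mean plus 3 SD, cut at about 150% in these data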;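 further: ratio of well median GFP fluorescence to mean of DMSO wells on the plate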
# MEP2-GFP yeast: modulators of MEP2-GFP levels in yeast, primary screen, S. cerevisiae, multiplex flow cytometry, MLPCN library | AID 2016, 2009 | S. cerevisiae MEP2-GFP strain, 3 h; 100% = DMSO control level | hit rate 0.51% among 330,000 | GFP response vs DMSO, % at 10 µM;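 active means GFP response versus DMSO above a set limit, roughly screen mean plus 3 SD, cut at about 180% in these data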;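 further: median GFP fluorescence of the barcode-gated MEP2-GFP cells per well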
# GRK2 inh: compounds blocking aptamer binding on GRK2 – biochemical, human GRK2, bead flow cytometry, HTS, primary screen | inhibition of aptamer binding, % at 10 µM | hit rate 0.59% among 330,000 | Beta-adrenergic receptor kinase 1 (Homo sapiens), P25098 | FAM-aptamer displacement from GRK2;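 active means inhibition of aptamer binding above 40%, roughly 3 SD of noise, on plates passing a quality check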;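 further: median bead fluorescence of bound FAM aptamer so fluorescent compounds give negative values; no value below 0 was filed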
# Target sequence (P25098 whole entry, looked up): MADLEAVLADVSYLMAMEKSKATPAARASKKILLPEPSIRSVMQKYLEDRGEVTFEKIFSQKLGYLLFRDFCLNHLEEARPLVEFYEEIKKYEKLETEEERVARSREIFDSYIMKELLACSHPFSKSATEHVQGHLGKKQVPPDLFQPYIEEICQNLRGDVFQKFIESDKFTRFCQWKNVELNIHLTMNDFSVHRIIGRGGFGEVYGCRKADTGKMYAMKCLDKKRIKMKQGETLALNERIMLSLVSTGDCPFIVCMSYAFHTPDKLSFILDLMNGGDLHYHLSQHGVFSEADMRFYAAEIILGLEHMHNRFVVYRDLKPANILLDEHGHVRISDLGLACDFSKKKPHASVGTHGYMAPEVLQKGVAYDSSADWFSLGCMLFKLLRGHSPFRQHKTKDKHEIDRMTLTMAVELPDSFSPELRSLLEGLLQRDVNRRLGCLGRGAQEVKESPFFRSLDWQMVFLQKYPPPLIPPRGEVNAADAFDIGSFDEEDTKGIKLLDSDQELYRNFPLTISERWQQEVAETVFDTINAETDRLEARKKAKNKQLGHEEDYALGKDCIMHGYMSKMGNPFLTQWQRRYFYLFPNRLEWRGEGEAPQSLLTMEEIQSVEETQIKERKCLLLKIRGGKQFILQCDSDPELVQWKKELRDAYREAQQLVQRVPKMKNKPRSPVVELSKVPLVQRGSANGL
# LAP4 TOR yeast: modulators of LAP4-GFP expression in yeast, primary screen, S. cerevisiae, multiplex flow cytometry, MLPCN library. 3 h; median GFP as percent of DMSO wells. GFP response vs DMSO, % at 10 µM. hit rate 0.34% among 320,000. AID 2023, 2009;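 active means GFP response vs DMSO above a set limit, about the screen mean plus 3 SD, cut at about 150% in these data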
# AGP1-GFP MLPCN: modulators of AGP1-GFP expression in yeast TOR pathway, primary screen, cell-based, multiplex flow cytometry, S. cerevisiae, MLPCN library. AID 2066, 2009. hit rate 0.02% among 320,000. GFP response vs DMSO, % at 10 µM. 3 h; GFP as percent of DMSO wells;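 active means GFP response relative to DMSO above a set limit, near screen average plus 3 SD, cut at about 150% in these data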;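 further: median GFP channel fluorescence of the gated AGP1 strain per well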
# RPL19A TOR yeast: RPL19A-GFP expression modulators in yeast, primary screen, cell-based, S. cerevisiae, multiplex flow cytometry, MLPCN | percent response vs DMSO, % at 10 µM | hit rate 0.3% among 330,000 | AID 2025, 2009 | S. cerevisiae RPL19A-GFP strain, 3 h; active compounds read low;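 active means percent response vs DMSO below 50%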;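 further: median channel GFP fluorescence of the barcoded RPL19A-GFP strain; ratio of sample median GFP to plate DMSO average so 100% = DMSO; lower means less RPL19A-GFP as with rapamycin TOR inhibition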
# VLA-4 inh: inhibition in human VLA-4 binding assay, primary screen, VLA-4 allosteric modulator project, MLPCN library, flow cytometry, VLA-4 expressing cells; Integrin alpha-4 (Homo sapiens), P13612; ligand binding flow cytometry; inhibition, % (about 7 µM as worked out from the volumes in the protocol); hit rate 0.2% among 330,000; AID 2557, 2010; in the data active means inhibition above about 50%
# The depositor's hits bear a star; i = inactive; x = not tested or not shown.
SMILES,JMJD2C inh,CIT2-GFP yeast,MEP2-GFP yeast,GRK2 inh,LAP4 TOR yeast,AGP1-GFP MLPCN,RPL19A TOR yeast,VLA-4 inh
CCN(C1CCCCC1)S(=O)(=O)c1ccc(S(=O)(=O)NCc2ccncc2)cc1,0,105,103,2,104,104,100,-7
CCOC(=O)/C=C1\NC(C)(C)Cc2cc(OC)c(OC)cc21,1,95,99,0,101,108,105,0
C/C=C/C(=O)Nc1nnc(C2CCCCC2)s1,-12,85,94,0,88,89,97,15
CN(C)/C=N/c1c(C(=O)NCc2ccccc2)nnn1Cc1ccccc1,-15,97,93,3,88,95,94,-2
O=C(Nc1ccccc1)N1CCN(c2cccc(C(F)(F)F)c2)CC1,1,86,107,0,141,96,103,-2
O=C(OCc1ccc([N+](=O)[O-])cc1)C1CC(=O)N(Cc2ccccc2)C1 (stereo not drawn),1,114,101,1,96,102,105,19
NS(=O)(=O)c1ccc(CCNC(=O)CCCC2=NS(=O)(=O)c3ccccc3N2)cc1,3,101,99,0,95,99,97,0
O=c1c2ccccc2oc2nc(-c3ccco3)n(Cc3ccccc3)c(=O)c12,-7,107,109,2,92,105,102,7
COc1cc(C2CC(=O)Oc3c(C(CCN4CCN(c5ccccc5)CC4)c4ccc(N(C)C)cc4)c(OC)cc(OC)c32)cc(OC)c1OC (stereo not drawn),4,83,102,2,106,88,108,-4
COc1ccc(C(c2nnnn2CS(=O)(=O)c2ccc(C)cc2)N2CCN(c3ncccn3)CC2)cc1 (stereo not drawn),10,103,101,0,100,106,98,4
C=CCN1C(=O)/C(=C/C=C2/N(CC)c3ccc(S(=O)(=O)N(C)C)cc3N2CC)SC1=S,1,94,101,0,96,100,102,-48
CC(C)CNC(=O)COC(=O)c1cc(S(=O)(=O)N(C)C)ccc1N1CCCC1,1,107,103,0,108,104,104,0
O=C(CN1C(=O)C2CCCCC2C1=O)N1CCN(c2ccccc2)CC1 (stereo not drawn),-15,110,100,0,102,108,103,-3
COc1ccc(OC)c2[nH]c(=O)c(CCNC(=O)C(C)C)cc12,-9,98,104,0,106,106,105,23
CCn1c(C)nc2cc(S(=O)(=O)C(F)(F)F)ccc21,1,94,99,0,97,94,92,7
CN(C)CCCNC(=O)/C(=C/c1ccc(-c2ccc([N+](=O)[O-])cc2)o1)NC(=O)c1ccccc1,-20,100,102,0,104,105,102,-131
CN(C)CCCNC(=O)C(=O)NCC1OCCN1S(=O)(=O)c1cccs1 (stereo not drawn),-2,100,108,0,92,97,106,1
CCOc1cccc(-c2c(C(=O)N/N=C/c3sccc3C)nnn2-c2nonc2N)c1,3,112,113,4,122,125,110,7
Cc1ccc(C)c(NC(=S)N2CCN(c3ccccn3)CC2)c1,-5,92,91,0,81,87,94,6
Nc1ccc(C23CC4CC(CC(C4)C2)C3)cc1,-3,100,100,2,119,87,98,4
COc1ccc(CNc2ccc3c(c2)ncn3C)cc1OC,i,105,102,0,100,105,107,2
O=C(COC(=O)c1cc([N+](=O)[O-])ccc1NCCO)c1ccccc1,0,93,102,0,98,98,99,-1
NCCc1c(C(=O)O)[nH]c2ccc([N+](=O)[O-])cc12,6,107,100,0,100,107,101,-3
CCOC(=O)CSC1=NC(=O)/C(=C\c2ccc(OC(C)=O)cc2)S1,-4,88,103,0,125,93,98,-165
COC(=O)CSc1ncc(S(=O)(=O)c2ccccc2)c(=O)[nH]1,-17,113,98,0,105,105,94,1
C/C(=N\NC(=O)c1c([N+](=O)[O-])c(C)nn1C)c1ccc(NC(=O)C2CCCC2)cc1,25,96,93,0,98,97,90,16
O=C(c1ccccc1)N1CCCC(c2nc3c(nnn3Cc3ccccc3)c(=O)[nH]2)C1 (stereo not drawn),-14,95,99,0,104,103,94,-2
COC(=O)c1ccc(COC(=O)c2ccc(S(=O)(=O)N3CCC(C)CC3)cc2)o1,10,113,107,0,109,108,103,20
O=C1CNC(=O)/C1=C\N1CCN(C(c2ccccc2)c2ccccc2)CC1,-43,110,100,0,104,101,99,13
COc1ccc(/C=N\NC(=O)CNC(=O)C(c2ccccc2)c2ccccc2)cc1[N+](=O)[O-],-6,106,105,2,96,107,113,5
O=[N+]([O-])c1ccc(C2CNC(c3ccccc3)O2)cc1 (stereo not drawn),0,105,107,0,102,111,102,-3
NC(=O)c1nn(-c2ccccc2)nc1NC(=O)Cn1nnc(-c2ccccc2)n1,2,92,94,0,79,90,98,1
CCOC(=O)c1ccc(NC(=S)N2CCSC2c2c(F)cc(F)cc2F)cc1 (stereo not drawn),9,102,103,1,94,107,110,-1
NS(=O)(=O)c1ccc(CNC(=O)/C=C/c2cccc(Cl)c2)cc1,5,100,96,0,87,98,104,-7
Cc1nc(C)n(C(C)CC(=O)O)n1 (stereo not drawn),17,97,100,0,91,101,96,-2
CC(C)NC(=O)CN(Cc1ccc(F)cc1)C(=O)CCC(=O)Nc1ccccn1,12,104,106,1,94,106,102,9
COc1ccc(OC)c(C(=O)COC(=O)c2ccc([N+](=O)[O-])o2)c1,-2,90,100,0,106,98,101,-4
CCc1ccc(NC(=O)C2CCCN(S(=O)(=O)c3ccc4[nH]c(=O)ccc4c3)C2)cc1 (stereo not drawn),-18,100,97,2,92,99,100,-1
CC(=O)NC1(C(F)(F)F)C(=O)Nc2c1c(=O)[nH]c(=O)n2Cc1ccco1 (stereo not drawn),3,98,98,2,93,104,98,34
O=[N+]([O-])c1cccc(S(=O)(=O)N2CCc3ccccc3C2)c1,-41,98,90,1,98,103,103,-1
C/C(=N/NC(=O)CN1CCN(S(=O)(=O)c2ccc(Br)cc2)CC1)c1cccnc1,-7,107,99,32,95,105,100,12
Cc1n[nH]c(C)c1Cc1c(F)cccc1Cl,2,87,83,0,100,93,92,15
O=C1C2CCCN2C(c2ccc(F)cc2)N1c1nccs1 (stereo not drawn),-3,101,102,0,99,100,97,13
Nc1cc(C(=O)OCC(=O)Nc2ccc(N3CCOCC3)cc2)ccc1Cl,-2,98,109,0,105,103,103,16
CN(CCOc1ccc(Cl)cc1)Cc1cccc(S(=O)(=O)N(C)C)c1,22,104,106,1,91,101,102,-4
CCOc1cc(C2NN=C(c3ccc(C)cc3)S2)ccc1O (stereo not drawn),8,116,114,1,107,97,102,17
O=C(/C=C/c1ccc(Cl)cc1)OCC(=O)c1ccc[nH]1,x,105,77,1,89,100,94,-97
Cn1nc(C(=O)NCc2cccc(Cl)c2)c2c1-c1ccccc1S(=O)(=O)C2,0,99,99,2,110,100,95,10
c1ccc(-c2cc3nccc(-c4ccccn4)n3n2)cc1,-3,104,98,2,89,76,100,1
Cc1nnc(NC(=O)CSc2ccc(-c3ccco3)nn2)s1,9,97,102,13,106,104,95,-5
CC(=O)NS(=O)(=O)c1ccc(NS(=O)(=O)c2ccc(F)cc2)cc1,0,86,94,1,84,84,88,11
COc1ccc(NC(=O)c2ccc(S(=O)(=O)N(C)c3ccccc3)cc2)cn1,5,93,102,0,107,99,99,12
CCN(Cc1cc(=O)[nH]c2ccccc12)C(=O)C(C)C,-5,102,98,0,97,104,97,3
O=C1CCC(=O)N1Cc1c(Cl)cccc1Cl,27,96,98,0,99,99,93,23
CCOc1ccc(/C=C2\SC(=S)N(CCCC(=O)NCCCN3CCOCC3)C2=O)cc1,-9,82,93,0,77,89,91,8
O=S(=O)(NCCCCNS(=O)(=O)c1ccc(F)cc1)c1ccc(F)cc1,12,97,98,2,108,99,97,-8
CCCCOc1ccc(Cc2c(COCC)[nH]c(=S)[nH]c2=O)cc1,6,105,99,0,105,105,98,10
CC1=CC(=C(C#N)C#N)C=C(C)N1Cc1ccccc1,7,96,111,0,100,102,104,7
O=C(N/N=C\c1ccncc1)c1ccc(Br)s1,0,85,107,0,84,85,112,-15
COc1ccc([N+](=O)[O-])cc1N(CC(=O)NC1CCCC1)S(C)(=O)=O,4,94,97,1,92,94,96,0

# The list continues.
SMILES,JMJD2C inh,CIT2-GFP yeast,MEP2-GFP yeast,GRK2 inh,LAP4 TOR yeast,AGP1-GFP MLPCN,RPL19A TOR yeast,VLA-4 inh
CCOc1cc(C(N)=O)cc(Br)c1OCC,-3,91,103,0,101,94,99,-3
COC(=O)C1CCN(C(=O)CN2C(=O)NC(CC(C)C)C2=O)CC1 (stereo not drawn),2,101,103,0,97,97,101,12
COc1ccc(Cl)cc1N1CC(c2nc3ccccc3[nH]2)CC1=O (stereo not drawn),-2,102,94,0,105,96,100,-5
CN1CCC(=NNC(=O)C(=O)Nc2ccc(F)cc2)CC1,-3,92,95,1,102,101,96,-18

# High-throughput results (PubChem)

# Hits appear at their usual frequency. Share with any hit: about 1.7%.
